# E-sel TNF inh: blocks E-selectin expression induced by TNF alpha; HUVEC TNFa-induced E-selectin immunofluorescence, high content; AID 1246; inhibition, % at 2 µM; 120,000 compounds, 0.71% hits;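 active = inhibition above the batch mean plus 3 SD, and confirmed as a hit on visual image review, cut at about 43% in these data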;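 also: 0% = TNF-stimulated DMSO wells and 100% = unstimulated control wells; not every result past the cut was called active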
# PTEN del growth: suppresses growth of cells with PTEN deletion. 140,000 compounds, 1.2% hits. HCT116 PTEN-null viability, CellTiter-Glo, 60 h; hits give low values. viability, % at 10 µM. AID 827;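 active = viability at or below a set limit, 4 SD under the median of all tested compounds, cut at about 3.7% in these data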;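 also: PTEN knockout HCT116 line with beta catenin targeted HCT116 as companion control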
# NPY Y2 blocker: antagonists of human neuropeptide Y receptor Y2. P49146. AID 793. 140,000 compounds, 0.99% hits. inhibition, % at 2.7 µM. NPY-Y2 expressing cells, antagonist mode; in the data active = inhibition above about 17%;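 also: 0% = vehicle with agonist challenge and 100% = reference antagonist with challenge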
# Target sequence (P49146 whole entry, looked up): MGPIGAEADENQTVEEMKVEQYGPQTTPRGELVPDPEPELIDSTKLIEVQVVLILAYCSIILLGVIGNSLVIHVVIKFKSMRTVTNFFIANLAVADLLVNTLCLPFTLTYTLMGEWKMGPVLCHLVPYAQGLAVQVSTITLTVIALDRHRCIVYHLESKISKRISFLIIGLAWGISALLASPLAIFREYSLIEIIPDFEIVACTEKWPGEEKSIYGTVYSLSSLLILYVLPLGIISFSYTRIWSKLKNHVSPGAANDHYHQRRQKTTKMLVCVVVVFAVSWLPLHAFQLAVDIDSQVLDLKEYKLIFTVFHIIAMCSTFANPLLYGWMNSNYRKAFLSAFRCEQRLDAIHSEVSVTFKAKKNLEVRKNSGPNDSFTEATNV
# Phagocytosis inh: inhibitors of macrophage phagocytosis; inhibition, % at 5 µM; AID 1029; J774A.1 macrophage IgG-bead phagocytosis, imaging; 110,000 compounds, 0.07% hits;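 active = inhibition above the mean of the plate negative controls plus 5 SD, cut at about 13% in these data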;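 also: phagocytic index as fraction of beads internalized from green versus red external bead signal; plate controls were DMSO negative control for no effect and cytochalasin-D positive control for full effect; some results beyond the cut were filed as inactive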
# HCT116 bCat-KO: beta-catenin-lacking colon tumor cell growth suppression; viability, % at 10 µM; 140,000 compounds, 1.5% hits; HCT116 beta-catenin knockout viability, CellTiter-Glo, 60 h; hits give low values;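 active = viability at or under a set limit, the compound median less 4 SD, cut at about 6% in these data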;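 also: 0% = Hyamine 1622 control at 20 µM and 100% = untreated cell control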
# Measles CPE: protection of cells from measles virus. protection (pct of control), % at 4 µM. 140,000 compounds, 1.5% hits. Measles virus-infected cells, CPE protection, absorbance. AID 841; in the data active = protection mostly above about 24%, no sharp cut-off; inactive = mostly below about 26%; also: some compounds called inactive have numbers as strong as hits
# MRP-1 activ: activates MRP-1 | 140,000 compounds, 0.61% hits | viability increase, % at 10 µM | H69AR cells + doxorubicin, viability rescue, CellTiter-Glo;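 active = viability gain under doxorubicin at or above a set limit, the compound median plus 3 SD, cut at about 4.7% in these data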;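 also: MRP-1 overexpressing cells given doxorubicin 25 µM after compound pretreatment; 18-22 h compound pretreatment then 72 h with doxorubicin before readout; 0% = doxorubicin-only wells and 100% = vehicle-treated cells without doxorubicin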
# Yeast lifespan up: yeast lifespan extension. S. cerevisiae growth with nicotinamide, OD615; deaD strain in restrictive glucose medium. 130,000 compounds, 0.68% hits. inhibition of the nicotinamide effect, % at 10 µM;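 active = inhibition above a set limit, placed 3 SD over the median of all compounds, cut at about 26% in these data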;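 also: 0% = nicotinamide-treated wells and 100% = cells grown without nicotinamide; some compounds called inactive have numbers as strong as hits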
#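 assay system = DeaD-strain S. cerevisiae | measured by = absorbance at 615 nm | probe or stimulus = nicotinamide 1.5 mM | buffer or medium = CSMM-D glucose medium, restrictive | times = 48 h at 30 °C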
# GALR2 blocker: GALR2 (human) receptor antagonism; O43603; inhibition, % at 4 µM; 140,000 compounds, 0.39% hits; GALR2-expressing cells, antagonist mode; in the data active = inhibition above about 27%;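 also: cells stimulated with galanin 1-16 at roughly its EC80; 0% = agonist challenge control and 100% = basal control without agonist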
# Target sequence (O43603 whole entry, looked up): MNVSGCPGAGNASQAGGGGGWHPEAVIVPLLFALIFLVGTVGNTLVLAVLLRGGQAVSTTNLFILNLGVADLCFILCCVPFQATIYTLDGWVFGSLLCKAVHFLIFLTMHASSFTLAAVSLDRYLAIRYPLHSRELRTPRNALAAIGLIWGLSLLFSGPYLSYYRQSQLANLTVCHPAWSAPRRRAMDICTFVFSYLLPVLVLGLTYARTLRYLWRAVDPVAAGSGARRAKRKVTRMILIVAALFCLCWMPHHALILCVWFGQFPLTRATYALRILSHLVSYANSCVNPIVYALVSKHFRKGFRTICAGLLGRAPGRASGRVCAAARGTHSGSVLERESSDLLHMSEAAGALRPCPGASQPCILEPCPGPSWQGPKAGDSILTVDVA
# Yeast growth inh: reduces growth of yeast BB579 in restrictive medium; inhibition, % at 10 µM; 140,000 compounds, 0.51% hits; S. cerevisiae BB579 growth, OD615, 48 h; AID 804;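 active = inhibition above a set limit, 3 SD over the mean compound inhibition, cut at about 44% in these data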; also: inactives centre near -24
#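 Test system: DeaD yeast strain BB579 / Buffer or medium: restrictive glucose-based CSMM-D medium / Doses: single 10 µM dose / Schedule: 4 h cell preincubation, 48 h compound exposure, 30 °C humidified / Technique: culture absorbance at 615 nm / Controls: amphotericin B positive control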
# * = called active by the depositor; / = no result given.
SMILES,E-sel TNF inh,PTEN del growth,NPY Y2 blocker,Phagocytosis inh,HCT116 bCat-KO,Measles CPE,MRP-1 activ,Yeast lifespan up,GALR2 blocker,Yeast growth inh
CCCC1OC23CCCCC2C(C#N)(C#N)C1(C#N)C(=N)O3 (centres undefined),43,77,2,/,85,10,-4.5,-5,-4,-36
O=C(COC(=O)c1ccc(-c2nnc(-c3ccccc3)o2)cc1)c1ccccc1,-28,64,1,-7,65,9,-1.4,-1,3,-36
Cc1ccc2[nH]c(=O)c(C(c3nnnn3Cc3ccccc3)N3CCc4ccccc43)cc2c1 (centres undefined),6,94,5,0,90,20,-0.5,-2,-15,1
CCc1sc(C(=O)NC)cc1Br,4,86,2,1,95,1,-2.7,-27,4,-41
OCc1ccccc1OCCOc1ccc(Cl)c2cccnc12,-4,77,2,-2,81,6,-4.2,-15,12,-46
CC1CCCC(NC(=O)C2CCN(S(=O)(=O)N3CCC4(CC3)OCCO4)CC2)C1C (centres undefined),9,102,0,/,95,20,1.4,6,-2,-18
CCOC(=O)C1CCN(C(=O)CSc2cc(=O)n(CC)c3ccccc23)CC1,-9,75,7,-1,83,23,-4.0,-16,-5,2
O=C(O)CC(Cc1ccc(Cl)cc1)C(=O)NCc1ccccc1 (centres undefined),/,85,7,0,91,7,0.7,9,-11,-12
COC(=O)c1ccc(Nc2cc(C)nc(-c3ccccc3O)n2)cc1,-17,102,-3,0,118,10,0.5,-11,-4,-38
COc1ccc(S(=O)(=O)N2CCCCCC2)cc1C(=O)OCc1c(C)noc1C,-11,83,-2,/,82,6,-4.0,5,0,-23
COc1ccc(S(=O)(=O)N2CCN(C3CCN(Cc4ccccc4)CC3)CC2)cc1,4,94,0,0,84,1,-0.6,-10,3,7
O=C(CNS(=O)(=O)c1ccccc1)N/N=C\c1ccc(Cl)cc1,-1,93,-2,-7,77,6,-1.1,-7,-10,-8
Cc1cc(Nc2ccc(Cl)cc2)nc(NCc2ccccc2)n1,-19,1.4*,15,-5,1.1*,2,-4.8,-10,12,-28
COC(=O)c1cc(NC(=O)CN(c2ccc3c(c2)OCO3)S(C)(=O)=O)ccc1Cl,-6,84,4,-2,86,27,-3.5,-16,1,14
Cc1ccc(N2C(=O)C3C(c4ccccc4)N4CCCN4C3(C)C2=O)cc1 (centres undefined),/,93,1,2,97,8,1.1,13,-2,-13
CC1CCN(C(=O)c2ccc(COc3ccccc3Cl)o2)CC1,/,69,5,/,75,19,-3.5,-16,11,-42
O=C(O)c1ccccc1C(=O)NNc1ccc(Cl)cc1,3,103,4,/,98,13,-1.7,-24,15,93*
CCCCC(=O)NNC(=S)NC(=O)CCC,19,78,1,/,91,12,0.2,/,5,78*
O=S(=O)(c1ccccc1)N1CCN(S(=O)(=O)N2CCCCC2)CC1,5,100,0,-2,96,4,-1.7,-1,-3,-15
COc1ccc(S(=O)(=O)N2CCCN(CC(=O)C(C)(C)C)CC2)cc1,2,35,1,/,21,48*,-4.0,-28,-8,-43
CCOC(=O)c1ccc(NC(=O)NC(C)C2CCCO2)cc1 (centres undefined),10,102,0,-1,101,3,0.8,-17,-4,-8
Cn1c(=O)n(C)c2cc([N+](=O)[O-])c(N3CCN(C(=O)c4ccc(Cl)cc4)CC3)cc21,/,68,2,1,62,18,-4.1,-7,8,6
Cn1cc(C(=O)NCCN2CCN(c3cccc(Cl)c3)CC2)c2c3ccccc3n(C)c2c1=O,/,54,-2,1,15,3,-6.0,-22,9,-35
CC(C)COc1ccc(CN=C(N)N=C(N)N)cc1Cl,22,53,3,-9,46,6,-1.4,-4,3,-16
CC(C)c1ccc2c(c1)C1(NN=C(c3ccccc3)S1)C(=O)N2 (centres undefined),-36,9,-1,/,4.5*,6,-5.5,/,19,78*
# More entries follow.
SMILES,E-sel TNF inh,PTEN del growth,NPY Y2 blocker,Phagocytosis inh,HCT116 bCat-KO,Measles CPE,MRP-1 activ,Yeast lifespan up,GALR2 blocker,Yeast growth inh
Cc1cc(C)c(NC(=O)COC(=O)CCc2ccc(S(=O)(=O)N3CCCCC3)cc2)c(C)c1,3,91,1,-8,88,5,-0.3,-5,2,-11
CCOC(=O)c1c(NC(=O)CSc2nnc(Cc3ccccc3)o2)sc(C(C)=O)c1C,-2,80,3,-2,85,3,-4.1,-9,4,-35
Cc1[nH]nc(SCC(=O)N2CCC(C)CC2)c1[N+](=O)[O-],25,92,3,0,95,25,-0.5,-15,-3,-56
C=CCSc1nc2c(c(=O)[nH]c(=O)n2C)n1Cc1ccc(C)cc1,-3,79,2,/,86,10,-0.7,1,-2,-69
Nc1ccc(CN2CCCCCC2)cc1,-2,98,1,/,100,39,-1.9,/,3,-39
COC(=O)c1ccc(NC(=O)CN2C(=O)CSC2=O)cc1,-4,102,3,0,104,6,1.4,-10,-2,-33
COC(=O)c1ccc(SC2CCCCC2)c([N+](=O)[O-])c1,-15,94,2,/,92,19,0.6,-9,0,-19
COc1ccc(/C=C(/CC(=O)Nc2ccc(C)cc2)c2nc3ccccc3s2)cc1,-20,74,4,-7,73,5,-2.2,-1,-5,-57
O=C(CC1(O)C(=O)Nc2ccccc21)c1ccc(-n2cccc2)cc1 (centres undefined),-6,79,-2,0,84,27,-0.9,-19,2,-40
Cc1ccc(C)c(N2CCN(C(=O)C3CCCCN3S(=O)(=O)c3ccc(F)cc3)CC2)c1 (centres undefined),-3,55,3,-2,58,11,-2.7,-10,-5,-27
C=CCn1c(N)c(C(=O)OCC(C)C)c2nc3ccccc3nc21,/,66,3,-1,47,2,-5.2,-27,4,-44
Cc1cccc(Oc2nc(-c3ccccc3)cc(C)c2S(C)(=O)=O)c1C,-6,23,12,/,23,6,-0.7,-10,1,-15
COc1cccc(NS(=O)(=O)c2ccc3c(c2)n(C)c(=O)c(=O)n3C)c1,-18,96,2,0,98,18,0.1,-9,2,-27
COc1cc(C)c(NC(=S)Nc2cccc(Cl)c2C)cc1OC,23,83,2,-14,91,6,-4.2,-3,3,-31
Cc1cc(/C=C(\C#N)C(=O)OCC(=O)NC(=O)NC(C)(C)C)c(C)n1CCC(C)C,6,90,5,3,92,21,-2.9,-6,-15,-47
C=CCn1c(SCC(=O)NCC)nnc1-c1cc2c(s1)CCC(CC)C2 (centres undefined),12,83,10,-2,76,16,-0.6,4,5,-43
COC(=O)C1=C(N)N(c2ccc(F)cc2)C2=C(C(=O)CCC2)C1c1ccc2c(c1)OCO2 (centres undefined),-35,79,0,-1,79,3,-1.0,3,16,-47
O=C(CC1S/C(=N/N=C/c2cccs2)NC1=O)Nc1ccc(Cl)cc1 (centres undefined),-3,83,-4,0,89,3,0.1,-2,-2,-17
Cc1cccc(Nc2nc(-c3ccccn3)cs2)n1,22,20,2,0,17,2,-1.8,-25,18,100*
CCn1c(C(C#N)/C(=N\S(=O)(=O)c2cccs2)c2ccccc2)nc2ccccc21 (centres undefined),8,90,6,-2,103,6,-1.9,-5,-13,-32
Cc1ccc(C)c2sc(NC(=O)c3ccc(N4CCCCC4)c([N+](=O)[O-])c3)nc12,-45,40,2,/,37,10,6.7*,-1,-8,-38
CN1CC=C2C(C#N)=C(N)C(C#N)(C#N)C(CCc3ccccc3)C2C1 (centres undefined),-47,86,1,0,94,13,-1.4,-11,10,-14
CC1CN(CC(O)COC(c2ccccc2)c2ccccc2)CC(C)O1 (centres undefined),/,89,3,-5,92,31*,-3.2,-1,-9,-23
COCCn1c(SCC(=O)NC(=O)NC(C)(C)C)nc2ccccc21,-21,100,5,3,104,15,-0.3,-5,-13,-32
CC1(C)CC(=O)C=C(NCc2cccnc2)C1,/,98,0,0,91,4,-1.7,-15,9,-2
# Other results follow.
SMILES,E-sel TNF inh,PTEN del growth,NPY Y2 blocker,Phagocytosis inh,HCT116 bCat-KO,Measles CPE,MRP-1 activ,Yeast lifespan up,GALR2 blocker,Yeast growth inh
O=C(O)c1ccc2c(c1)C(c1ccccc1)OC2=O (centres undefined),/,96,4,-1,89,13,-2.5,-4,-1,1
Cc1nnsc1S(=O)(=O)Cc1ccccc1Cl,-15,89,14,3,88,10,-3.7,-3,1,-40
CC(Oc1ccccc1)C(=O)NC1CC(C)(C)NC(C)(C)C1 (centres undefined),6,93,-1,-1,86,46,-2.8,-19,4,9
Cc1ccc(S(=O)(=O)N2C(=O)CCC2C(=O)Nn2cnnc2)cc1 (centres undefined),/,100,-3,-2,106,18,-1.8,-14,-1,2
O=c1oc(-c2cccs2)nc2sc3c(c12)CCC3,-26,96,5,/,88,3,-0.8,-4,4,-24
Cc1ccc(S(=O)(=O)Nc2cc(Cl)c(O)cc2C)cc1,-66,79,3,-4,82,2,-2.9,-1,1,-25
COc1ccc(S(=O)(=O)NCc2ccccn2)c(Cl)c1Cl,0,78,2,-1,86,16,-1.1,-9,5,-35
COc1ccc(C(=O)Nn2c(SCC(=O)N3CCC(C)CC3)nc3ccccc3c2=O)cc1,17,73,7,/,76,5,-3.4,-22,-15,-39
COc1ccc(S(=O)(=O)N(CC(=O)NCc2ccco2)c2ccccc2)cc1,14,95,1,2,88,12,-1.9,23,0,-34
COc1ccc(CCNC(=O)CC2COc3ccccc3O2)cc1OC (centres undefined),10,94,2,0,94,9,-0.4,-2,-1,-31
COCCCNC(=O)CSC1=Nc2ccccc2C2=NC(CC(=O)NCc3ccccc3)C(=O)N12 (centres undefined),0,109,4,-2,116,5,-0.4,-16,-2,25
O=S(=O)(Nc1ccc(S(=O)(=O)N2CCCCCC2)cc1)c1cccs1,12,104,4,-2,90,2,-3.0,-6,7,-28
CCN(CC)C(=O)c1sc2nc(-c3ccc(OC)cc3)cn2c1C,/,93,13,-1,87,2,-1.1,-5,4,-2
COCCNC(=O)Cn1nc(C)c2ccccc2c1=O,-19,90,-1,-3,95,5,-0.2,4,5,-15
CCOC(=O)c1c(C)[nH]c2cc(Br)c(OC)cc12,/,90,-1,1,99,1,-2.6,-12,18,-28
Cc1ccc(C(c2nnnn2C(C)(C)C)N2CCC(C)CC2)cc1 (centres undefined),29,86,9,/,85,4,-0.8,/,4,-24
O=C(N/N=C/c1ccco1)c1cc(-c2cccc(Br)c2)nc2ccccc12,9,68,3,-5,82,7,-0.3,-3,-3,-16
CCSc1nnc(-c2cccnc2)n1-c1ccc(Cl)c(C)c1,9,89,2,0,92,14,-3.6,1,-9,-8
Cc1cccc(N2C(=O)c3cccc4c(N5CCCCC5)c([N+](=O)[O-])cc(c34)C2=O)c1C,-16,78,2,-3,87,16,-1.7,2,-3,-37
COc1ccc(/C=C(\C#N)C(=O)OCC(=O)Nc2c(C)cccc2C)cc1,-16,95,2,/,94,10,0.6,-2,4,-38

# A portion from further up, as a working copy:
SMILES,E-sel TNF inh,PTEN del growth,NPY Y2 blocker,Phagocytosis inh,HCT116 bCat-KO,Measles CPE,MRP-1 activ,Yeast lifespan up,GALR2 blocker,Yeast growth inh
Cc1nnsc1S(=O)(=O)Cc1ccccc1Cl,-15,89,14,3,88,10,-3.7,-3,1,-40
CC(Oc1ccccc1)C(=O)NC1CC(C)(C)NC(C)(C)C1 (centres undefined),6,93,-1,-1,86,46,-2.8,-19,4,9
Cc1ccc(S(=O)(=O)N2C(=O)CCC2C(=O)Nn2cnnc2)cc1 (centres undefined),/,100,-3,-2,106,18,-1.8,-14,-1,2
